EBNA-1 inhibitor: blocks EBNA-1 binding to DNA. 300,000 compounds, 0.34% hits. inhibition, % at 14.8 µM. EBNA-1 DNA binding, fluorescence polarization. AID 1950; in the data active = inhibition above about 28%
ZTA counter: counter-screen for EBNA-1 inhibitors: inhibitors of Epstein-Barr virus ZTA | P03206 | ZTA-DNA binding, fluorescence polarization | inhibition, % at 11 µM | 320,000 compounds, 0.15% hits; in the data active = inhibition above about 33%
Target sequence (P03206 whole entry, looked up): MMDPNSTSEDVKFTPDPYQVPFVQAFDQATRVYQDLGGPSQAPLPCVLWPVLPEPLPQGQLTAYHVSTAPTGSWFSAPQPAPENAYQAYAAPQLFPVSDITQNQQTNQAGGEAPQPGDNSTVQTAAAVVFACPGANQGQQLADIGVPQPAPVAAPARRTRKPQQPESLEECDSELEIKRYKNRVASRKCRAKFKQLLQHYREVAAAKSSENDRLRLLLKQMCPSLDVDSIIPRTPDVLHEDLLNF
PP1 inh: PP1-alpha (human) inhibition in PP5 counter-screen. inhibition, % at 6.7 µM. P62136. 320,000 compounds, 0.9% hits. purified PP1alpha, OMFP fluorescence. AID 2235;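 active = inhibition above the mean inhibition of all tested compounds plus 3 SD, computed separately for each screening campaign, cut at about 15% in these data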
Target sequence (P62136 whole entry, looked up): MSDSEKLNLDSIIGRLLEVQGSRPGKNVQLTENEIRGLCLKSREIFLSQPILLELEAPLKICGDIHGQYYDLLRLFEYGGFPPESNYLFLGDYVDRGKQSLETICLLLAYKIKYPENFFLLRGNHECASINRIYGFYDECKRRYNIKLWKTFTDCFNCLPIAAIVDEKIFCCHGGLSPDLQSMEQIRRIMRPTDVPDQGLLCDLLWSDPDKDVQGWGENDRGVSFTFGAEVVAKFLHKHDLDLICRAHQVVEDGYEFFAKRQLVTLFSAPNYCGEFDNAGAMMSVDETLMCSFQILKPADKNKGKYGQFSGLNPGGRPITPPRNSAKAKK
TPT1 inh: blocks Candida albicans tRNA 2'-phosphotransferase. recombinant caTPT1, FP RNA substrate dephosphorylation. inhibition, % at 5 µM. 300,000 compounds, 0.81% hits. AID 1962;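 active = inhibition above the mean of all tested compounds plus 3 SD, set per screening campaign, cut at about 24% in these data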;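 also: plate controls were DMSO alone for no effect and ferristatin control at 100 nM for full effect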
JMJD2C inh: human JMJD2C demethylase inhibition; 330,000 compounds, 0.069% hits; GST-JMJD2C(1-420) H3K9me3 demethylation, DELFIA europium; inhibition, % at 2.35 µM; Q9H3R0;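 active = more than half of a compound's replicate wells show inhibition beyond 50%, single wells judged on their own value; inconclusive = some, but no more than half, of replicates pass 50% inhibition; inactive = no replicate passes 50% inhibition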;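 also: signal counts dimethyl H3K9 product captured on neutravidin plate; 0% = median of DMSO wells and 100% = 0.3 times that DMSO median; strong numbers were not always called active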
Target sequence (Q9H3R0 1-420 limits assumed): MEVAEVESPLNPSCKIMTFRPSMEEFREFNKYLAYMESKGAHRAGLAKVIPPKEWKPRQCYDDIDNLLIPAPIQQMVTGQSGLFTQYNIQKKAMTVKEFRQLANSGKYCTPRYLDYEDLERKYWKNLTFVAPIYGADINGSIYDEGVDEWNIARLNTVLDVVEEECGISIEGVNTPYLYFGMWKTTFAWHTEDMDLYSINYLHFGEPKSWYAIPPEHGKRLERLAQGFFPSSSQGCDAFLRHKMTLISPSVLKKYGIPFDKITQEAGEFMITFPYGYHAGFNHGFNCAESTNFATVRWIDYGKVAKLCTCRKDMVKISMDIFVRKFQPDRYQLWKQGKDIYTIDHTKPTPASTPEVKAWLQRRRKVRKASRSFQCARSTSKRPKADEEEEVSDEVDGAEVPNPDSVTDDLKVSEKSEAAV
core dimer inh: HCV core protein dimerization inhibition. TR-FRET GST/Flag-core106 dimerization, 1536-well. inhibition, % at 5 µM. 300,000 compounds, 0.33% hits. AID 1899;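 active = inhibition above the mean of all tested compounds plus 3 SD, set per screening campaign, cut at about 45% in these data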
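Material: Tagged HCV core106 pair (GST and Flag) | Amount: GST-core106 13.5 nM, Flag-core106 17 nM | Medium: KF-containing HEPES buffer, pH 7.45, DTT, CHAPS, BSA | Reagent: Eu donor and XL665 acceptor anti-tag antibodies | Schedule: 4 h at 22.5 °C | Technique: Time-resolved FRET, ex 340 nm, em 617 and 671 nm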
PP5 primary: inhibitors of human protein phosphatase 5 (PP5) | AID 1987 | 320,000 compounds, 0.18% hits | inhibition, % at 6.7 µM | purified PP5c, OMFP substrate fluorescence | P53041;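 active = inhibition above the campaign's mean inhibition across all tested compounds plus 3 SD, cut at about 9.5% in these data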;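 also: 0% = DMSO only and 100% = 100 µM cantharidin control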
CR mimetic SO: caloric restriction mimetics inhibiting age-related superoxide in yeast; S. cerevisiae aged cells, superoxide DHE fluorescence; active compounds read low; superoxide response (% of plate mean), % at 10 µM; 330,000 compounds, 0.18% hits;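 active = superoxide response under a set limit, about three screen SD below normal, cut at about 65% in these data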;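 also: yeast aged for seven days with compound at 30 °C before DHE staining; 100% = average MFI of all compound-treated wells on the plate with controls excluded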
CTSL1 counter: blocks F. hepatica cathepsin L1 in PFM18AAP counter-screen; 300,000 compounds, 0.49% hits; recombinant F. hepatica cathepsin L1, Z-Leu-Arg-MCA fluorescence; inhibition, % at 5.96 µM;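 active = inhibition above the mean of all tested compounds plus 3 SD, set per screening campaign, cut at about 17% in these data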;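 also: 0% = plate median of test compound wells and 100% = 1 µM Z-Phe-Ala-diazomethylketone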
* marks the source's active call; other numbers are inactive results; ? = inconclusive; / = not tested or not shown; & = joins results of further samples.

The opening two records, to show the layout:
Results follow in this order: PP5 primary, ZTA counter, PP1 inh, CTSL1 counter, EBNA-1 inhibitor, core dimer inh, CR mimetic SO, TPT1 inh, JMJD2C inh
> COc1cccc(C(=O)NCCOc2cc(C)cc(C)c2)c1
    1.3, 9, 0, 1, 7, 0, 101, 0, -3
> CCc1nnc2sc(-c3ccc(NC(=O)c4ccc5c(c4)OCCO5)cc3)nn12
    -0.3, 10, -4, 0, -3, 10, 110, 3, -4

The listing, from the start:
Results follow in this order: PP5 primary, ZTA counter, PP1 inh, CTSL1 counter, EBNA-1 inhibitor, core dimer inh, CR mimetic SO, TPT1 inh, JMJD2C inh
> COc1cccc(C(=O)NCCOc2cc(C)cc(C)c2)c1
    1.3, 9, 0, 1, 7, 0, 101, 0, -3
> CCc1nnc2sc(-c3ccc(NC(=O)c4ccc5c(c4)OCCO5)cc3)nn12
    -0.3, 10, -4, 0, -3, 10, 110, 3, -4
> COc1ccc(N2CCN(C3CCCN(C(=O)CSC)C3)CC2)cc1 (centres undefined)
    1.0, -3, 0, -5, 2, -7, 100, 0, -10
> CCOc1cc(C(=O)Nc2cc3c(cc2N2CCOCC2)n(C)c(=O)n3C)cc(OCC)c1OCC
    2.3, -1, -1, 5, 5, -6, 95, -6, -15
> O=C(Cc1ccccc1)NCc1n[nH]c(=S)n1-c1ccc(Br)cc1
    1.5, 3, -6, -5, -3, -3, 102, -2, 4
> COc1ccc2c(c1)CCCC2NS(=O)(=O)OCC(Cl)(Cl)Cl (centres undefined)
    4.4, -3, -4, 1, 3, -15, 108, 0, -19
> OCC[C@@H]1C[C@H](O)[C@@H](O)[C@@]2(OCCCc3ccccc32)O1
    1.5, 14, -8, -5, -2, 0, 117, 2, -9
> CCOc1ccc([C@@H]2CC=C(C(=O)O)CN2S(=O)(=O)c2ccc(C)cc2)cc1
    0.8, 0, 0, 6, 9, 16, 93, -1, -3
> COc1ccc(-c2csc(CCn3nc(C)cc3C)n2)cc1
    -0.8, 3, 0, -1, 0, 1, 100, 1, 14
> C#Cc1ccc([C@@H]2C=C(C(=O)N3CCN(Cc4ccc5c(c4)OCO5)CC3)O[C@H](OCCCCO)C2)cc1
    1.7, 1, 2, -5, -21, -5, /, 2, ?
> COC(=O)c1sccc1NC(=O)C12CC3CC(CC(C3)C1)C2
    0.7, -7, 1, 0, -20, -2, 93, 2, -21
> Cc1ccc(C(=O)N2CCCC2)cc1Br
    2.0, 9, -10, -1, -6, -3, 116, 3, -4
> Cc1ccc(S(=O)(=O)N2CCOC2CNC(=O)C(=O)NCCCc2ccccc2)cc1 (centres undefined)
    0.1, 9, -1, -2, -9, 3, 93, -4, 99
> O=C(CSc1nc2ncccc2[nH]1)Nc1ccc2c(c1)OCCO2
    1.6, -22, 3, -1, 7, -8, 98, 0, /
> CC(C)(C)C(=O)/C=C(N)/C=C/c1ccccc1
    6.4, 15, 3, 1, -12, 6, 99, 2, -35
> CCc1ccc(C(=O)Nc2cccc(-c3nn[nH]n3)c2)s1
    0.7, -11, -5, 0, 6, -1, 96, 0, 7
> O=C(NCC(=O)N(CCN1CCOCC1)C(C(=O)NC1CCCC1)c1cccs1)c1ccco1 (centres undefined)
    3.1, 6, 1, -4, -2, 4, 102, 2, 1
> COCCCNc1nc2ccccc2[nH]c1=O
    3.2, -17, 1, 0, -3, -2, 101, 0, 11
> Cc1cc(NC(=O)c2cccs2)ccc1NC(=O)Cc1ccccc1
    0.6, 16, -3, 0, 3, 1, 82, -1, 10
> CCNC(=S)NNC(=O)c1csc(CC)c1
    0.1, -1, 1, 0, 5, -2, 90, 3, 7
> COc1cc(OC)c(S(=O)(=O)Nc2ccc(C(=O)O)cc2)cc1S(=O)(=O)Nc1ccc(C(=O)O)cc1
    1.7, 5, 0, -3, -1, 8, 122, -3, 1
> CC1CCN(c2c(NCC3CCC(C(=O)NCCC4=CCCCC4)CC3)c(=O)c2=O)CC1 (centres undefined)
    -1.6, -9, -2, 7, -2, -3, 99, -2, -6
> CC(C)(C)OC(=O)CNC(=O)c1nc[nH]c1C(=O)N1CCc2ccccc2C1
    0.9, -4, 2, 2, 10, -1, 99, 4, -3
> CN(C)CCCNc1ncc(C(F)(F)F)cc1Cl
    1.2, 6, 2, 3, 1, 0, 96, 0, 2
> CC(C)Oc1cccc(C(=O)NC2=NCCS2)c1
    0.5, 0, -4, -3, 4, 4, 104, 3, -3
> CC(SC(=S)N(C)Cc1cccs1)C(=O)O (centres undefined)
    1.6, 3, 4, 1, 7, 0, 103, -3, 6
> CCOc1ccc(NS(=O)(=O)c2ccc(NS(=O)(=O)c3ccc(SC)cc3)cc2)cc1
    5.5, 2, -4, -2, 2, 8, 140, 1, 2
> CNS(=O)(=O)c1ccc(N2CCCC2)c([N+](=O)[O-])c1
    0.7, 12, -1, -1, -3, -1, 101, 4, -3
> CCOc1ccc(CCNC(=O)CN2C(=O)NC3(CCCCCC3)C2=O)cc1OCC
    -0.3, -1, -2, /, /, /, 80, /, 2
> CN1C(=O)NC(c2ccccc2)C2=C1CN(CCc1ccccc1)C2=O (centres undefined)
    -3.0, -3, -2, 1, 8, -3, 94, -1, -2
> CC(=O)c1cccc(NS(=O)(=O)c2ccc(-c3cnc(C4CC4)o3)cc2)c1
    2.3, 8, 0, 1, 1, -9, 120, 28*, -4
> COc1cc(NC(=O)c2ccccc2Cl)c2ncccc2c1
    1.6, 0, 2, 7, 3, -5, 87, -4, -6
> Fc1ccc(CNCc2ccc(Br)cc2)cc1
    0.9, 0, -2, -2, 5, -3, 90, -4, 1
> O=C(CCN1C(=O)c2ccccc2C1=O)N1CCN(c2ccccn2)CC1
    4.7, 5, -2, 2, -7, -2, 117, 4, 1
> O=C(NC1CCN(C(=O)Nc2cccc(Cl)c2)CC1)c1ccco1
    0.3, 3, -1, 0, 18, 0, 91, -1, -6
> CN(C)S(=O)(=O)c1cccc(NC(=O)COc2ccc3ccccc3c2)c1
    3.6, -5, -3, /, /, /, 90, /, 3
> N#C/C(=C\c1ccc(Cl)cc1)c1n[nH]c(Cn2cncn2)n1
    0.7, -4, -2, -1, 1, -2, 103, 4, 2
> Cc1ccc(-c2ccc(CO)o2)cc1N
    -2.7, 11, -4, 1, 5, -1, 94, -2, -1
> CN(C)CCNC(NC(=O)c1cccs1)C(Cl)(Cl)Cl (centres undefined)
    0.0, 12, 3, -2, 0, 5, 104, -4, -20
> CCc1ccc(Nc2n[n+](-c3ccccc3)c(-c3ccc(SC)cc3)s2)cc1
    -1.0, 13, 7, -1, 5, -94, 105, 3, 6
> CCN1C(=O)CS/C1=N\S(=O)(=O)c1ccc(C)cc1
    -0.2, 5, -1, -3, 2, 1, 120, 4, 8
> CCCN(CCC)C(=O)c1ccccc1C(=O)N(CCC)CCC
    1.3, 5, 2, -1, -7, -1, 90, 6, -7
> COc1ccc(CCNC(=O)CCCn2nc(C)c([N+](=O)[O-])c2C)cc1OC
    -1.4, 14, -2, 0, 3, 1, 91, 3, -7
> CN(Cc1ccccc1)c1nc(N)c([N+](=O)[O-])c(Nc2cccc(F)c2)n1
    3.8, -5, 6, 2, -6, -2, 108, -4, -2
> CCNC(=O)CC1C(=O)N(c2ccc(F)cc2)C(=O)N1CCc1sccc1C (centres undefined)
    -0.5, 6, -4, -1, 0, 4, 86, -1, -1
> CCSc1nnc(NC(=O)COc2ccccc2)s1
    0.2, -3, 2, 3, 8, -2, 95, 0, 1
> COc1ccc(/C=N/n2c(N)nc3ccccc32)cc1OC
    2.9, 8, 1, 1, -4, 3, 92, -3, 2
> O=[N+]([O-])c1cn(Cc2ccccc2)cn1
    4.2, -23, 0, -2, 0, -12, 104, -1, 0
> O=C(NCc1ccncc1)NC1CCCCC1
    0.2, 5, 0, -3, -3, -2, 123, -3, 2
> COc1cc(/C=N/NC(=O)C(N)=O)ccc1OCC(=O)N1C(C)CCCC1C (centres undefined)
    1.9, 2, -2, 2, 9, 1, 108, 0, 18
> CCOC(=O)N1CCN(C(=O)COc2cccc3c2CCN(Cc2ccc(F)cc2)C3=O)CC1
    1.2, 3, 0, -2, -5, -2, 99, 1, -9
> O=C(O)c1ccccc1S(=O)(=O)NCC(O)COc1ccc(Br)cc1 (centres undefined)
    -0.9, 6, 2, 9, -2, 1, 101, -3, -4&2
> CCOC(=O)c1c(NC(=O)Cc2ccccc2)sc2c1CC(C)(C)NC2(C)C
    1.0, 7, 0, 2, -7, -4, 89, -2, -6
> COc1ccccc1CNC(=O)c1cnc2sccn2c1=O
    -2.3, 19, -1, 4, 6, 3, 96, -2, -6
> O=C(Nc1ccc2nc3n(c(=O)c2c1)CCCCC3)c1ccccc1[N+](=O)[O-]
    4.7, -5, 0, -2, -8, -7, 113, -2, -12
> COc1ccc(C(=O)Nc2ccc3nc4n(c(=O)c3c2)CCCC4)cc1[N+](=O)[O-]
    3.7, -11, -2, -4, -16, -2, 93, 0, 6
> O=c1[nH]nc(-c2ccc(F)cc2)cc1Cc1ccccn1
    0.2, -22, 1, -1, -17, -2, 104, -1, 4
> FC(F)(F)c1cc(-c2ccco2)nc(NCc2ccccc2)n1
    3.6, 6, 1, 4, 1, 18, 94, 4, -9
> Cn1cnc(C(F)(F)F)c1-c1ccc([N+](=O)[O-])cc1
    -0.7, 12, 0, -3, 12, 0, 84, -1, 6
> COc1cc(NC(=O)COC(=O)c2nc3nc(C)cc(C)n3n2)cc(OC)c1
    1.5, -12, 1, -3, -10, 5, 98, -1, 2

Other results:
Results follow in this order: PP5 primary, ZTA counter, PP1 inh, CTSL1 counter, EBNA-1 inhibitor, core dimer inh, CR mimetic SO, TPT1 inh, JMJD2C inh
> FCCCOc1ccc(-c2nccc(-c3ccc(Br)cc3)n2)cc1
    1.9, -3, -2, 3, 7, 4, 109, 0, 2
> Cc1cc(C)cc(-n2nnnc2SCC(=O)Nc2cccc(NC(=O)c3ccco3)c2)c1
    4.6, -8, 1, 0, -12, 18, 102, -3, 0
> Cc1nc2ccccc2cc1C(=O)NCc1ccc(F)cc1
    0.3, -8, 1, -3, -7, 1, 99, 4, -7
> COc1cc(/C=N/NC(=O)CCn2nc(C)cc2C)ccc1O
    0.8, -6, 1, -2, -4, -5, 105, -1, -7
> CN(CC(=O)Nc1ccc(F)c(F)c1)S(=O)(=O)c1cccs1
    -1.5, -12, 1, -1, 10, -6, 100, 2, -19
